Source: PubChem BioAssay (several laboratories)
Phagocyt inh – inhibitors of macrophage phagocytosis; J774A.1 macrophage IgG-bead phagocytosis, imaging; inhibition, % at 5 µM; 0.07% of 110,000 active;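 active means inhibition above the mean of the plate negative controls plus 5 SD, cut at about 13% in these data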;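 further: phagocytic index as fraction of beads internalized from green versus red external bead signal; plate controls were DMSO negative control for no effect and cytochalasin-D positive control for full effect; some results beyond the cut were filed as inactive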
HCT116 PTEN-null – suppresses growth of cells with PTEN deletion; 1.2% of 140,000 active; HCT116 PTEN-null viability, CellTiter-Glo, 60 h; stronger effect = lower value; AID 827; viability, % at 10 µM;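 active means viability at or below a set limit, 4 SD under the median of all tested compounds, cut at about 3.7% in these data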;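 further: PTEN knockout HCT116 line with beta catenin targeted HCT116 as companion control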
E-sel TNF inh – TNF alpha driven E-selectin expression inhibition; inhibition, % at 2 µM; 0.71% of 120,000 active; AID 1246; HUVEC TNFa-induced E-selectin immunofluorescence, high content;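 active means inhibition above the batch mean plus 3 SD, and confirmed as a hit on visual image review, cut at about 43% in these data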;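 further: 0% = TNF-stimulated DMSO wells and 100% = unstimulated control wells; not every result past the cut was called active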
NPY-Y2 antag – blocks the human neuropeptide Y Y2 receptor; P49146; NPY-Y2 expressing cells, antagonist mode; inhibition, % at 2.7 µM; 0.99% of 140,000 active; AID 793; in the data active means inhibition above about 17%;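 further: 0% = vehicle with agonist challenge and 100% = reference antagonist with challenge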
Target sequence (P49146 whole entry, looked up): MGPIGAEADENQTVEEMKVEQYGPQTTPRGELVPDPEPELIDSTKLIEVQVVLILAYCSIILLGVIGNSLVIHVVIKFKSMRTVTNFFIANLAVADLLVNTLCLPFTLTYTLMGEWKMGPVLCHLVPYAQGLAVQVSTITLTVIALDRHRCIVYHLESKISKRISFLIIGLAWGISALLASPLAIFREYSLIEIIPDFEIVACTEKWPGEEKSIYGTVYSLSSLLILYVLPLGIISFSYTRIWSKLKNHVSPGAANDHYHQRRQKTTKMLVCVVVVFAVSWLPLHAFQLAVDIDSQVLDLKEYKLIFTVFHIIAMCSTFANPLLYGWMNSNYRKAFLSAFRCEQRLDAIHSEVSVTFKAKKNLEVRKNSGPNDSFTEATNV
GALR2 antag – antagonists of human galanin receptor 2 (GALR2); GALR2-expressing cells, antagonist mode; inhibition, % at 4 µM; 0.39% of 140,000 active; in the data active means inhibition above about 27%;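 further: cells stimulated with galanin 1-16 at roughly its EC80; 0% = agonist challenge control and 100% = basal control without agonist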
Target sequence (O43603 whole entry, looked up): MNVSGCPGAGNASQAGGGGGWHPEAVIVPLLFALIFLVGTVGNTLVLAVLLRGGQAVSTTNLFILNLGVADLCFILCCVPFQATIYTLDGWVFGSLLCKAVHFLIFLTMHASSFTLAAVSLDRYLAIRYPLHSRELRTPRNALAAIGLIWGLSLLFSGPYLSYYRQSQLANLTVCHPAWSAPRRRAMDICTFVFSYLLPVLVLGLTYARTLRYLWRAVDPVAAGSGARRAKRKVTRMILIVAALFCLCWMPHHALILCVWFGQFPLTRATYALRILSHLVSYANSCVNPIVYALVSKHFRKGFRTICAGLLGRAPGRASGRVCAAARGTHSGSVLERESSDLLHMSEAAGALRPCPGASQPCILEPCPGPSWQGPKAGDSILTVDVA
Yeast lifespan up – yeast lifespan extension. AID 775. 0.68% of 130,000 active. S. cerevisiae growth with nicotinamide, OD615; deaD strain in restrictive glucose medium. inhibition of the nicotinamide effect, % at 10 µM;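 active means inhibition above a set limit, placed 3 SD over the median of all compounds, cut at about 26% in these data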;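 further: 0% = nicotinamide-treated wells and 100% = cells grown without nicotinamide; some compounds called inactive have numbers as strong as hits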
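Assay system: engineered S. cerevisiae DeaD replicative-lifespan strain, galactose-grown log-phase cells; medium: restrictive CSMM-D dextrose medium; also added: nicotinamide, 1.5 mM, co-present with compound; schedule: 48 h compound exposure at 30 °C, humidified; detection: absorbance at 615 nm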
BB579 growth dn – yeast BB579 growth reduction in restrictive medium; S. cerevisiae BB579 growth, OD615, 48 h; inhibition, % at 10 µM; 0.51% of 140,000 active; AID 804;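 active means inhibition above a set limit, 3 SD over the mean compound inhibition, cut at about 44% in these data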; further: inactives centre near -24
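Material: Saccharomyces cerevisiae DeaD strain BB579, replicative lifespan model yeast; buffer or medium: CSMM-D restrictive synthetic medium containing dextrose (glucose); compound: 10 µM single dose, DMSO 0.25%; timing: 48 h compound exposure at 30 °C after 4 h preincubation; signal: turbidity as optical density at 615 nm; benchmarks: positive control amphotericin B 10 µg/mL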
bCat KO growth – beta-catenin-lacking colon tumor cell growth suppression. HCT116 beta-catenin knockout viability, CellTiter-Glo, 60 h; stronger effect = lower value. viability, % at 10 µM. 1.5% of 140,000 active;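 active means viability at or under a set limit, the compound median less 4 SD, cut at about 6% in these data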;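 further: 0% = Hyamine 1622 control at 20 µM and 100% = untreated cell control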
Measles CPE – protection of cells from measles virus. Measles virus-infected cells, CPE protection, absorbance. protection (pct of control), % at 4 µM. 1.5% of 140,000 active; in the data active means protection mostly above about 24%, no sharp cut-off; inactive means mostly below about 26%; further: some compounds called inactive have numbers as strong as hits
MRP-1 activ – MRP-1 activation. H69AR cells + doxorubicin, viability rescue, CellTiter-Glo. viability increase, % at 10 µM. 0.61% of 140,000 active;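 active means viability gain under doxorubicin at or above a set limit, the compound median plus 3 SD, cut at about 4.7% in these data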;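 further: MRP-1 overexpressing cells given doxorubicin 25 µM after compound pretreatment; 18-22 h compound pretreatment then 72 h with doxorubicin before readout; 0% = doxorubicin-only wells and 100% = vehicle-treated cells without doxorubicin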
* = called active by the depositor; · = no result given.

Order of values: Phagocyt inh, HCT116 PTEN-null, E-sel TNF inh, NPY-Y2 antag, GALR2 antag, Yeast lifespan up, BB579 growth dn, bCat KO growth, Measles CPE, MRP-1 activ
#1 COc1cccc(C(=O)N/N=C2/SCC(=O)N2CCc2ccc(OC)c(OC)c2)c1
→ -0.7, 108.1, -1.6, 3.7, 1.3, -10.8, -37.4, 96.8, 7.4, -1.2
#2 CCOC(=O)c1[nH]c(C)c(C(=O)NCCCN2CCOCC2)c1C
→ 1.0, 99.1, ·, -2.5, -12.9, -2.6, 35.6, 82.5, 13.1, -0.8
#3 C1=C(CCNc2ncnc3c2cnn3-c2ccccc2)CCCC1
→ -0.7, 82.3, ·, ·, ·, ·, -6.8, 74.7, 3.7, 2.0
#4 CCOc1cc(C)c(S(=O)(=O)Nc2ccc3cn[nH]c3c2)cc1C
→ ·, 26.5, 9.1, -0.3, 18.7, -18.7, -53.5, 23.1, 48.7, -4.2
#5 CSc1ccccc1NC(=O)CCn1c(=O)sc2ccccc21
→ -1.8, 105.5, -5.0, 3.1, -2.3, -5.7, -31.1, 98.5, 4.4, -1.3
#6 CCOC(=O)c1nnn(CC(=O)Nc2cccc(Cl)c2C)c1C(=O)OCC
→ -1.0, 104.5, 18.2, 7.2, 0.5, 0.8, -40.0, 102.5, 5.8, -0.3
#7 Cc1ccc(S(=O)(=O)NCCCN2CCOCC2)cc1C
→ ·, 95.8, -3.8, 1.7, 7.1, -6.2, -14.5, 90.5, 6.3, -1.8
#8 O=c1cc(N2CCN(Cc3ccccc3)CC2)[nH]c(=O)n1-c1ccc(Br)cc1
→ 1.0, 105.0, 5.1, 6.0, -1.2, -8.4, -3.0, 96.6, -1.4, -0.8
#9 CCOc1ccccc1CN1C(=O)c2ccccc2C1C(=O)NCC1CCCO1 (centres undefined)
→ 0.0, 88.5, -0.4, 1.6, 8.9, -4.4, -21.8, 93.3, 10.2, -2.3
#10 Cc1ncoc1C(=O)Nc1nccs1
→ -1.1, 95.3, ·, -0.6, -2.2, -5.8, -28.7, 92.1, 10.4, -2.0
#11 CC(=O)Oc1ccc(-c2csnn2)cc1
→ -0.7, 100.8, -33.7, 3.9, 16.5, -24.0, -28.4, 105.8, 9.5, -1.5
#12 COc1ccccc1NC(=O)CSc1nnc(-c2ccoc2C)n1CC1CCCO1 (centres undefined)
→ ·, 90.5, -17.3, 1.1, -1.9, -6.9, 4.8, 96.9, 2.7, -2.0
#13 COc1ccc(-c2cc(=O)c3cc(C)ccc3[nH]2)cc1
→ ·, 91.0, ·, -1.4, 14.7, 5.8, -45.2, 91.0, 11.3, -1.4
#14 CCOc1ccc(Nc2nc3ccccc3n3nnnc23)cc1
→ 0.6, 74.5, ·, 6.8, -3.3, -13.8, 23.2, 94.3, 20.0, -1.7
#15 COc1cccc(-c2nc(CS(=O)CC(=O)NC3CC3)c(C)o2)c1 (centres undefined)
→ 1.2, 91.1, ·, -0.7, 7.8, -3.3, 0.7, 82.4, 15.1, -3.3
#16 O=C(NCCc1ccccc1)c1cc(S(=O)(=O)N2CCOCC2)ccc1F
→ 0.4, 92.3, 28.7, -0.1, 16.5, -5.6, -15.7, 94.0, 18.2, -0.2
#17 Cc1cc(C)cc(C(=O)n2cnnc2N)c1
→ ·, 102.5, 14.6, 1.7, -5.9, -6.1, -44.6, 96.1, 6.0, -0.7
#18 Cc1ccc(C2CC(c3ccco3)n3ncnc3N2)cc1 (centres undefined)
→ 1.2, 91.9, ·, 3.7, -10.1, 1.0, -19.2, 95.0, 4.8, -2.6
#19 CCC(=O)Nc1nc2ccccc2n1Cc1ccccc1C
→ 0.6, 10.5, -11.1, 3.4, -0.6, 3.3, -84.6, 15.8, 19.6, -1.1
#20 CCN(CCO)c1ccc(-n2c(N)c(C(=O)OC)c3nc4ccccc4nc32)cc1
→ -1.1, 61.4, ·, 1.0, -4.7, -23.6, -58.8, 68.3, 6.3, -4.2
#21 CS/C(=N\S(=O)(=O)c1cccs1)Nc1ccc(Br)cc1F
→ -7.8, 103.4, ·, 8.0, 13.3, 31.0*, -10.3, 99.7, 5.4, 2.7
#22 COC(=O)C1=C(CSCc2ccco2)NC(=O)NC1c1cc(C)ccc1C (centres undefined)
→ -1.5, 94.0, -17.6, 1.5, -9.4, -6.7, -57.2, 93.8, 3.2, -1.6
#23 Cc1cccc(-n2c(C)cc(/C=N/NC(N)=S)c2C)c1
→ -3.3, 76.0, ·, 6.1, -7.8, -4.2, 0.9, 81.6, 8.2, -4.2
#24 CN(c1ccc(C(=O)NC2CC3CCC2C3)cc1)S(C)(=O)=O (centres undefined)
→ -0.8, 100.4, -13.3, 0.1, -4.7, 7.2, -21.6, 104.2, 22.4, -2.9
#25 COc1ccc(S(=O)(=O)NC(CC(=O)NCC2CCCO2)c2ccco2)cc1 (centres undefined)
→ -0.4, 97.3, 3.2, 2.4, 4.6, -13.2, -21.1, 97.8, 24.6, -2.9
#26 O=S(=O)(c1ccccc1)c1nc(-c2ccco2)oc1NCCCN1CCOCC1
→ -0.5, 107.6, -54.2, 2.5, 1.3, -18.2, 3.3, 95.0, 3.9, -2.0
#27 Cc1ccc(-c2cc(C(F)F)n3ncc(C(=O)N4CCN(c5ccccn5)CC4)c3n2)cc1
→ 0.9, 61.0, ·, 19.9*, -7.7, -4.1, -25.9, 53.6, 5.2, -5.4
#28 CCOC(=O)C1CCCc2c1[nH]c1c(C(N)=O)cccc21 (centres undefined)
→ -0.6, 92.3, ·, 4.3, -15.9, -6.3, -19.8, 92.2, 10.2, -3.6
#29 CCOc1ccc(Cn2nnc(C(=O)Nc3ccc(OC)cc3OC)c2N)cc1
→ -0.2, 81.9, -5.6, 1.2, -4.2, -0.5, 13.4, 88.1, 1.2, -0.7
#30 O=C(Cn1cnc2c(nnn2-c2ccccc2)c1=O)N1CCOCC1
→ -0.6, 101.3, ·, 2.5, -7.7, -3.2, -46.2, 96.3, 10.5, -0.3
#31 Cc1cc(=O)n2nc(N3CCCC3C(=O)NCCCN3CCCCC3)sc2n1 (centres undefined)
→ -1.7, 96.3, ·, 0.6, 12.2, -15.2, -25.2, 87.1, 4.2, 1.4
#32 CCN1CCN(C(=O)c2cc3cc4cc(OC)ccc4nc3s2)CC1
→ 5.9, 87.0, ·, 1.9, 7.2, -18.7, -43.9, 94.5, 2.3, -2.5
#33 COc1ccc(N2CC(C(=O)NCCC3=CCCCC3)CC2=O)cc1 (centres undefined)
→ -2.0, 107.7, ·, 1.5, -9.1, -11.8, -30.6, 104.4, 6.5, -0.1
#34 CC(C)Cc1nnc(NC(=O)CSc2nc(=O)cc(N)n2-c2ccccc2)s1
→ -1.3, 99.2, -5.5, 1.4, -12.2, -6.6, -13.1, 96.5, 18.7, 1.1
#35 O=C(/C=C/c1ccccc1Cl)c1cccnc1
→ -0.2, 93.3, -14.7, 6.3, 11.8, -12.1, 7.4, 96.4, 18.1, 1.6
#36 O=C(CSCc1c(Cl)cccc1Cl)Nc1nccs1
→ -0.4, 93.5, 9.7, 2.4, 9.7, -2.1, -33.5, 90.3, 6.4, -0.2
#37 CCCC(=O)Nc1ccc(-c2cnc(-c3ccc(NC(=O)CCC)cc3)nc2)cc1
→ -8.2, 89.8, ·, 3.1, -8.2, 1.6, -34.2, 86.0, 25.8, -0.4
#38 Cc1cc(C(=O)CSc2nnc(-c3ccccc3F)o2)c(C)n1Cc1cccs1
→ -0.8, 74.3, 3.9, 14.5, -3.1, -9.4, -64.1, 72.6, 23.0, -0.2
#39 Cc1cc(C)c2oc(C(=O)Nc3nnc(C(C)C)s3)cc(=O)c2c1
→ 0.6, 96.3, ·, 4.6, 15.1, 24.1, -26.4, 96.8, 16.0, 1.0
#40 O=C(c1cnn2c(C(F)(F)F)cc(-c3ccc4c(c3)OCO4)nc12)N1CCCC1
→ -0.4, 79.1, ·, 2.5, -5.2, -0.2, -12.0, 90.3, 3.3, -3.6
#41 Oc1ccccc1/C=N/c1c(-c2ccco2)nc2ccccn12
→ -2.9, 99.3, -38.4, 0.1, -13.1, -4.0, -28.1, 97.6, 3.9, 0.0
#42 Fc1cccc(C[n+]2csc3ccccc32)c1
→ ·, 93.5, 33.0, 1.4, 7.6, 1.5, -29.8, 89.3, 6.2, -1.7
#43 N#Cc1ccc(-c2csc(NC(=O)c3ccc(S(=O)(=O)N4CCc5ccccc5C4)cc3)n2)cc1
→ -8.1, 50.6, ·, 1.6, 10.5, 3.8, -48.6, 71.6, 5.9, -2.2
#44 O=C(NC(=S)Nc1ccccc1O)c1ccc(-c2ccc(Cl)cc2)o1
→ 0.0, 76.9, -32.6, 7.7, -8.2, -13.1, -31.3, 72.7, 26.2, -4.7
#45 CCN1CCN(CC(=O)Nc2ccccc2)C(=O)C1=O
→ -0.1, 102.0, 14.1, -1.4, -9.5, -7.0, 8.2, 93.7, 6.5, -0.3
#46 Cc1noc(/C=C/N(C)C)c1S(=O)(=O)NC1CCCCC1
→ -2.1, 92.3, 13.9, 0.9, -9.0, 0.9, -21.1, 90.9, 30.4, -0.4
#47 O=c1cc(CN2CCN(c3ccccc3)CC2)c2c(ccc3ccccc32)o1
→ -0.2, 44.8, -31.8, 5.1, -2.6, -19.0, -37.6, 57.1, 7.4, -4.4
#48 Cc1ccc(N2C(=O)C(Cl)=C(Nc3c(C)n(C)n(-c4ccccc4)c3=O)C2=O)cc1
→ 0.0, 93.1, -25.6, 1.5, -8.5, -10.7, -29.3, 89.5, 11.1, -1.8
#49 Cc1ccc(Oc2nnc(-c3cccs3)c3ccccc23)cc1
→ 5.0, 97.2, ·, 3.1, 17.8, 1.3, -19.4, 91.2, 15.8, 2.0
#50 COc1ccc(Cc2nnc(NC(=O)c3cccc([N+](=O)[O-])c3C)s2)cc1
→ 2.3, 104.7, 12.5, 0.2, 3.1, -18.2, -43.6, 115.6, 4.7, 2.0
#51 CCOc1ccc(NC(=O)C(C)O)c(NS(=O)(=O)c2ccc(CCNC(C)=O)cc2)c1 (centres undefined)
→ 1.7, 91.8, -46.9, 3.0, -0.9, -10.6, 0.7, 95.2, 12.1, -0.8
#52 O=C(COC(=O)CC1CC2CCC1C2)NC(=O)NCc1ccco1 (centres undefined)
→ ·, 103.4, 14.5, 3.2, -6.7, -2.3, -11.0, 98.5, 11.3, -2.2
#53 Brc1cc(Br)c2ncnc(N3CCCCC3)c2c1
→ -0.5, 10.0, ·, 3.0, 2.9, 9.3, -61.4, 5.8*, 0.1, -2.6
